HCV inhibitor: qHTS Assay for Inhibitors of Hepatitis C Virus (HCV) | Huh7.5.1 HCVcc-Cre infection, luciferase reporter, 44 h | Potency, µM (doses to about 41.8 µM), without a hit: top-dose activity change, negative = inhibition, most hits filed as inhibitors | 340,000 compounds, 3.4% hits | AID 651820, 2012; active = well fitted inhibition curve with a large enough effect; inconclusive = small, poorly fitted or top-dose-only effect, or another doubt; inactive = no such curve, though single readings can be large or run the other way; note: potency is the fitted concentration of half-maximal effect
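Reporter virus HCVcc-Cre (~0.5 moi) infects cells exposed to compound; seeding density 1,000 cells/well with 4 h settling beforehand. Luminescence, 15 sec read, taken 44 h post-infection following a 15 min RT substrate incubation.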
HCMV inh: qHTS Assay for inhibitors of the human cytomegalovirus (HCMV); 410,000 compounds, 4.5% hits; activity change, negative = inhibition, % at 57.5 µM; HFF cells, HCMV-luciferase reporter, 72 h; active compounds read low; AID 1259415, 2018; in the data active = activity change below about -60%; inconclusive = no clear call, values can overlap the other calls; inactive = above about -39%
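After 16 h attachment at 37C, HFF cells received test compound and HCMV-luciferase (1 PFU/cell); reporter luminescence read 72 h later, data normalized against buffer-only and known inhibitor Salinomycin.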
* = called active by the depositor; [ ] = remark or other dose. % is set by controls: 0 for no effect and ±100 for the full control effect. The list is partial (hit frequency here may not be typical).

CCN(C(=O)COC(=O)CNC(=O)c1cccs1)c1c(N)n(Cc2ccccc2)c(=O)[nH]c1=O was read as HCV inhibitor 7% and HCMV inh 2.
Screening O=C1CCC[C@@H]2C[C@@]3(C[C@@H]4CCN1[C@H]24)Nc1cc(Cl)ccc1NC3=NC1CCCCC1 returned HCV inhibitor -8% and HCMV inh 4.
Screening CC1Cc2ccccc2N1C(=O)c1ccc(Br)o1 (stereo not drawn) returned HCV inhibitor -3% and HCMV inh 69.
For O[C@@H]1CCCN2CCc3c([nH]c4ccccc34)[C@H]12 the results were HCV inhibitor 6% and HCMV inh 9.
`Cc1nc(SCC(=O)Nc2c(C)n(C)n(-c3ccccc3)c2=O)[nH]c(=O)c1C` gave HCV inhibitor -2% and HCMV inh -1.
Screening CCCCN1CC(COCc2ccccc2)Oc2cccc(N3CCCC3)c2S1(=O)=O (stereo not drawn) returned HCV inhibitor inconclusive and HCMV inh -10.
For Nc1nc(N)c(-c2cccc(C(F)(F)F)c2)c(Cc2cccc(C(F)(F)F)c2)n1 the results were HCV inhibitor inconclusive and HCMV inh -75*.
For Cn1nc(C(=O)NNC(=O)Cc2ccc(S(=O)(=O)N3CCOCC3)s2)c2ccccc2c1=O the results were HCV inhibitor 6% and HCMV inh 44.
`CCOC(=O)N(Cc1ccccc1)Cc1ccc(C(=O)N[C@@H](Cc2ccccc2)C(=O)O)cc1` gave HCV inhibitor 18% and HCMV inh 35.
For CCOCCN1CCN(C2c3ccccc3CSc3ccccc32)CC1 (stereo not drawn) the results were HCV inhibitor 22µM* and HCMV inh inconclusive.
For COc1ccc(N=Cc2c(OC)ccc3ccccc23)cc1 the results were HCV inhibitor -11% and HCMV inh 59.
CCN(C(=O)CSc1n[nH]c(-c2ccc(OC)cc2)n1)c1c(N)n(Cc2ccccc2)c(=O)[nH]c1=O was read as HCV inhibitor 8% and HCMV inh -5.
Screening Cn1c(=O)c2[nH]c(COc3ccccc3)nc2n(C)c1=O returned HCV inhibitor inconclusive and HCMV inh -28.
Screening COC(=O)c1ccccc1C(=O)N(c1ccccc1)c1ccccc1 returned HCV inhibitor -1% and HCMV inh inconclusive.
`COC(C[C@H](O)C[C@H](O)[C@@H](C)OCc1ccccc1)OC` gave HCV inhibitor 4%[8.37 µM] and HCMV inh -17.

Entries above with four or more nitrogen atoms:
CCN(C(=O)COC(=O)CNC(=O)c1cccs1)c1c(N)n(Cc2ccccc2)c(=O)[nH]c1=O was read as HCV inhibitor 7% and HCMV inh 2.
Screening O=C1CCC[C@@H]2C[C@@]3(C[C@@H]4CCN1[C@H]24)Nc1cc(Cl)ccc1NC3=NC1CCCCC1 returned HCV inhibitor -8% and HCMV inh 4.
`Cc1nc(SCC(=O)Nc2c(C)n(C)n(-c3ccccc3)c2=O)[nH]c(=O)c1C` gave HCV inhibitor -2% and HCMV inh -1.
For Nc1nc(N)c(-c2cccc(C(F)(F)F)c2)c(Cc2cccc(C(F)(F)F)c2)n1 the results were HCV inhibitor inconclusive and HCMV inh -75*.
For Cn1nc(C(=O)NNC(=O)Cc2ccc(S(=O)(=O)N3CCOCC3)s2)c2ccccc2c1=O the results were HCV inhibitor 6% and HCMV inh 44.
CCN(C(=O)CSc1n[nH]c(-c2ccc(OC)cc2)n1)c1c(N)n(Cc2ccccc2)c(=O)[nH]c1=O was read as HCV inhibitor 8% and HCMV inh -5.
Screening Cn1c(=O)c2[nH]c(COc3ccccc3)nc2n(C)c1=O returned HCV inhibitor inconclusive and HCMV inh -28.

Screens as filed in PubChem.
